Screening results (PubChem BioAssay)
14-3-3g Raf – alters human 14-3-3 gamma binding to Raf peptide; FP, 14-3-3gamma / TMR-pS259-Raf peptide binding; P61981; inhibition, % at 40 µM; hit rate 0.19% among 160,000; AID 422; in the data active means inhibition above about 30%;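 further: 0% = protein plus tracer without compound and 100% = blank with tracer alone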
Target sequence (P61981 whole entry, looked up): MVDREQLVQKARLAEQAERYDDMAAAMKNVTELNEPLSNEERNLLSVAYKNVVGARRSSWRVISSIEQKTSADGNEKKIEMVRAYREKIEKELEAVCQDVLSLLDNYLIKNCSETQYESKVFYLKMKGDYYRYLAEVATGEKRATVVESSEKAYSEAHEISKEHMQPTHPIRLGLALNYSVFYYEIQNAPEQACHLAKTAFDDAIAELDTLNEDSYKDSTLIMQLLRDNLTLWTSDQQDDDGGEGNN
Numbers without * were called inactive; & = joins results of further samples. The list is partial; rates above refer to the full screens.

SMILES	14-3-3g Raf
Cc1ccccc1C1CC(c2ccc(Br)cc2)Nc2nnnn21 (stereo not drawn)	1.3
Cc1cc(C(=O)COC(=O)c2cccs2)c(C)n1-c1c(C)n(C)n(-c2ccccc2)c1=O	-1.7
COc1ccc2oc(=O)c(C(=O)N3CCN(C45CC6CC(CC(C6)C4)C5)CC3)cc2c1	-6.3
O=C(Nc1ccccc1)c1ccc(NCc2cccnc2)c(S(=O)(=O)N2CCOCC2)c1	-1.9
COc1ccc(C(=O)NCCC(=O)NC2CCCCC2C)cc1OC (stereo not drawn)	2.5
CCCCCOC(=O)C1=C(C)Nc2nnnn2C1c1cc(Br)ccc1OC(F)F (stereo not drawn)	-10.8
CC(=O)Oc1c(Sc2ccc(Cl)cc2)c(C)nn1-c1ccccc1	-3.0
O=c1c(-c2ccc3c(c2)OCCCO3)coc2cc(O)ccc12	-140.8
O=C(O)C12CC3CC(C1)CC(n1cnc(Cl)n1)(C3)C2	-1.9
CCOC(=O)c1[nH]c2ccc(Cl)cc2c1CCN1C(=O)c2ccccc2C1=O	6.0
CCc1cccc(NC(=O)C(NS(=O)(=O)c2cccs2)C(C)C)c1 (stereo not drawn)	-8.3
OC(COc1ccc2c(c1)OCO2)CN1CCc2ccccc2C1 (stereo not drawn)	-2.0
Cc1cccc(NC(=O)c2cc(S(=O)(=O)N3CCCCCC3)ccc2F)c1	-2.9
COC(=O)c1c(NC(=O)COc2ccc(Cl)cc2C)sc2c1CCCC2	2.3
CCOC(=O)c1sc(=S)n(CC)c1N	0.3&1.0
Nc1ncnc(N2CCC(Cc3ccccc3)CC2)c1[N+](=O)[O-]	3.7
N#CCSc1nc2c(c(=O)n1C1CCCC1)C1(CCCCC1)Cc1ccccc1-2	-2.9
Cc1ccc(NC(=O)c2ccccc2NC(=O)c2cccc(S(=O)(=O)N3CCCCCC3)c2)c(C)c1	-21.2
CN(Cc1ccccc1)C(=O)c1ccccc1NC(=O)c1ccco1	-1.5
CC1CCN(C(=O)CN2C(=O)CSc3ccc(S(=O)(=O)N4CCOCC4)cc32)CC1	-0.9
CC1=Nc2cc(C(=O)NC(C)c3ccc4c(c3)OCCO4)ccc2Sc2ccc(Cl)cc21 (stereo not drawn)	-117.6
Cc1ccc(-c2nnn(CC(=O)N(Cc3cccs3)C(C(=O)NC(C)(C)C)c3ccco3)n2)o1 (stereo not drawn)	-5.2
O=C(c1ccccc1CCc1ccccc1)N1CCOCC1	-8.8
CN1/C(=C\C(=O)COC(=O)C2COc3ccccc3O2)C(C)(C)c2ccccc21 (stereo not drawn)	-1.2
CCN(c1ccccc1)S(=O)(=O)c1ccc2[nH]cc(C(=O)N3CC(C)CC(C)C3)c(=O)c2c1 (stereo not drawn)	1.8
CCOc1ccccc1NC(=O)c1c(NCc2sccc2C)sc2c1CCC2	-79.0
COc1ccc(C(=O)Nc2ccc3oc(-c4ccc5ccccc5c4)nc3c2)cc1Br	-28.2
COc1cc(OC)cc(C(=O)Nc2nc3c(cc4c5c(cccc53)CC4)s2)c1	-19.6
O=C(O)CCn1nc(-c2ccc(Cl)cc2)ccc1=O	-15.9
CCN(c1ccccc1)c1ncnc(N)c1[N+](=O)[O-]	4.3
COc1cc(Cl)c(C)cc1NC(=O)Cn1cnc2sc(C)c(S(=O)(=O)N3CCOCC3)c2c1=O	-14.4
Cc1cc(C)c(NC(=O)CCCOC(=O)C2=COCCO2)c(C)c1	3.5
O=S(=O)(c1cccc(F)c1)N1CCN(Cc2ccc3c(c2)OCO3)CC1	-4.9&1.4
CCOc1cccc2cc(-c3csc(C)n3)c(=O)oc12	-16.2
COc1ccc(-c2c3c(=O)n(C)c(=O)n(C)c3cn2-c2ccccc2C)cc1	2.5
CCc1ccccc1NC(=O)COc1ccc(C(C)C)cc1	-5.9
CCCC(=O)Nc1cc2c(cc1C(=O)c1ccccc1)OCCO2	-7.6
CCSc1nc2ccccc2n1Cc1nc(N)nc(N(C)C)n1	-13.4
Cc1csc2c3ncnc-3ncn12	-4.9
O=C(CCN1C(=O)C2CC=C(Cl)CC2C1=O)N1CCN(C(=O)CCN2C(=O)C3CC=C(Cl)CC3C2=O)CC1 (stereo not drawn)	-8.0
CCOC(=O)c1c(NC(=O)COc2cccc(Cl)c2)sc(C)c1C	-22.1
O=C(NCCc1ccccc1)c1ccc(-n2c(=S)[nH]c3ccccc3c2=O)cc1	-2.6
COc1cc2c(=O)n(-c3ccc(C)cc3)c(=O)n(CC(=O)NCc3ccco3)c2cc1OC	-3.4
CCn1c(CCNC(=O)c2cccs2)nnc1SCC(=O)NC1CCCCC1	-10.1
Cc1cc(C)n2nc[n+](C)c2n1	-13.5&-107.3
COC(=O)c1c(NC(=O)COc2ccc(Cl)cc2)sc2c1CCC(C)C2 (stereo not drawn)	6.8
CCc1cc(C(=O)COc2ccccc2F)c(O)cc1O	-7.8
CCC(CCC(=O)Nc1ccn(-c2ccccc2)n1)C(=O)O (stereo not drawn)	-6.4&-1.6
O=C(Nc1cccc(C(F)(F)F)c1)c1cccc([N+](=O)[O-])c1	-2.0
Cc1cc(C(=O)NCCC2=CCCCC2)no1	0.0
O=C1CCCN2N=C(SCC(=O)Nc3nc4ccccc4s3)SC2=N1	-33.6
COc1ccc(Nc2cc(Cl)c3nonc3c2[N+](=O)[O-])cc1	-78.6
Cc1cccn2c(=O)c3cc(C(=O)N(Cc4ccccc4)Cc4ccccc4)sc3nc12	0.0
CCCn1c(=S)[nH]c2cc(C(=O)N3CCN(CC)CC3)ccc2c1=O	3.0
Cc1cc(C)nc(SCc2nnc(SCC(=O)N3CCCc4ccccc43)n2C)n1	-6.3
COC(=O)C1=C(C)Nc2ncnn2C1c1ccc(Cl)cc1 (stereo not drawn)	-3.2
CCOc1cccc(C2NC(=O)NC(C)=C2C(=O)OCC(C)C)c1 (stereo not drawn)	0.5
CS(=O)(=O)Cc1nc2ccccc2oc1=O	-6.1
COc1ccc(N(C)C(=O)c2cc3cc4ccc(C)cc4nc3s2)c(OC)c1	-7.5
CC1CCN(S(=O)(=O)c2ccc3[nH]c(=O)cc(C(=O)NCCCN4CCOCC4)c3c2)CC1	-6.1

Some of the entries above, set out differently:
14-3-3g Raf,compound
-1.5,CN(Cc1ccccc1)C(=O)c1ccccc1NC(=O)c1ccco1
-0.9,CC1CCN(C(=O)CN2C(=O)CSc3ccc(S(=O)(=O)N4CCOCC4)cc32)CC1
-117.6,CC1=Nc2cc(C(=O)NC(C)c3ccc4c(c3)OCCO4)ccc2Sc2ccc(Cl)cc21 (stereo not drawn)

(listing goes on)
SMILES	14-3-3g Raf
COc1ccc(-c2noc(-c3ccc(I)cc3)n2)cc1	-23.3
COC(=O)CSc1nnc([C@H](Cc2ccccc2)NC(=O)OC(C)(C)C)o1	-3.5
O=S(=O)(/N=C/c1ccccc1O)c1cccs1	-9.1
COc1ccc(NC(=O)C2CCCN(c3c4c(nc5ncnn35)CCC4)C2)cc1OC (stereo not drawn)	1.9
COc1ccc(S(=O)(=O)NCc2ccco2)cc1-c1nnc2c3ccccc3c(C)nn12	0.2
CCOC(=O)c1c(C)oc2c(Cl)cc(NS(=O)(=O)c3ccc(Cl)cc3)cc12	-6.2
CCc1c(C#N)c(N)nc(SCC(=O)OCc2ccccc2)c1C#N	-3.0
CC(C)(C)c1ccccc1OCC(=O)NC(c1ccccc1)c1ccccc1	-4.0
Cc1ccc(NC(=O)N(C2=NCC(C)S2)c2ccccc2)cc1 (stereo not drawn)	-10.4
Cc1cc(C)n2nc(S(=O)(=O)NCCc3ccccc3)nc2n1	-0.8
COc1ccc(S(=O)(=O)Nc2ccc3c(c2)OCCO3)cc1Cl	6.8
COc1ccc(-n2nc(C(=O)N3CCCc4ccccc43)c3ccccc3c2=O)cc1	-12.1
O=C(CCS(=O)NCc1ccccc1)NCc1ccccc1 (stereo not drawn)	-4.7
COc1ccc2nc3oc(C(=O)Nc4cc(Cl)ccc4OC)cc3cc2c1	-8.2
CSc1cccc(NC(=O)C2Cc3ccccc3CN2S(C)(=O)=O)c1 (stereo not drawn)	6.5
Cc1ccccc1NC(=O)CSc1nc(Nc2ccccc2)nc(N2CCOCC2)n1	-1.6
Cc1cc2oc(=O)cc(-c3ccccc3)c2c2occ(-c3ccccc3)c12	-1.0
CC1CCCC(C)N1C(=O)Cn1c(=O)oc2cc(Cl)ccc21 (stereo not drawn)	-5.1
Cc1ccc(-c2nc(CS(=O)(=O)CC(=O)NC3CCCCC3C)c(C)o2)cc1 (stereo not drawn)	0.9
CC1CCCC(NC(=O)C2(C)CCC(=O)N2C(C)c2ccccc2)C1C (stereo not drawn)	-1.2
O=C(c1ccc2c(=O)n(C3CCCC3)c(=O)[nH]c2c1)N1CCCCCC1	-5.8
Cc1ccc(-c2nnc(Nc3ccc(C(=O)N(C)C)cc3)c3ccccc23)cc1S(=O)(=O)N(C)C	-7.9
CN1C(=O)CSC1=Nc1ccccc1	3.9
COc1ccc(-n2nc(C(=O)NCC(=O)Nc3nc4ccccc4s3)c3ccccc3c2=O)cc1Cl	-8.9
C=CCn1c(=O)c(C(=O)NCCN(CC)CC)c(O)c2ccccc21	-5.8
CC(=O)OCCCCON1C(=O)c2ccccc2C1=O	-1.0
O=C(O)C1CCCNC1 (stereo not drawn)	0.8
O=C(NCCN=C1NS(=O)(=O)c2ccccc21)c1ccco1	1.2
CC(=O)C1=C(O)C(=O)N(Cc2ccco2)C1c1ccc(F)cc1 (stereo not drawn)	3.0
Cn1c(=O)c2ncn(CC(=O)Nc3ccc4c5c(cccc35)CC4)c2n(C)c1=O	-13.7
CN1CCN(C(=O)c2scc3c2CCCC3)CC1	11.8
CC(C)CNC(=O)c1c(O)c2cccc3c2n(c1=O)CC3	5.4
Cn1cc(CC(=O)Nc2ccc(F)cc2)c2ccccc21	-3.7
COc1ccc(-n2c(C=Cc3c(C)n(C)c4ccc(OC)cc34)nc3ccccc3c2=O)cc1	-66.4
CCn1c(-c2ccc(S(=O)(=O)N3CCCCC3)cc2)csc1=Nc1ccc(C)c(C)c1	-5.4
COC(=O)C1=C(CN2CCCc3ccccc32)NC(=O)NC1c1ccc(F)cc1 (stereo not drawn)	0.5
Cc1cc(Cl)ccc1OCC(=O)NCc1ccco1	-9.7
Cc1nc(SCC(=O)Nc2c(C)n(C)n(-c3ccccc3)c2=O)n[nH]1	-8.3
CCOc1ccc(-c2cc(CCCC(=O)NCCc3ccc(OC)c(OC)c3OC)no2)cc1	-1.2
CCN(C(=O)CSc1nc2ccsc2c(=O)n1CCC(C)C)c1ccccc1	2.3
O=C(Nc1cnc2ccccc2c1)N1CCCCC1	-0.9
Cc1n[nH]c(C)c1CCCCCOc1ccccc1[N+](=O)[O-]	1.9
CC(=O)N1c2ccc(N=Cc3ccccc3[N+](=O)[O-])cc2CC1C (stereo not drawn)	5.2
CC1(C)CC(=O)C2=C(C1)Nc1cccnc1NC2c1ccc2c(c1)OCO2 (stereo not drawn)	1.7
CSc1ccc(S(=O)(=O)N(CC(=O)N2CCCCC2)c2ccc(C)cc2)cc1	3.2
O=C(NCc1ccccn1)c1ccc2c(=O)n(Cc3ccco3)c(=S)[nH]c2c1	-42.0
Cc1cc2n(n1)SC(Nc1ccccc1)N2 (stereo not drawn)	-6.7
N#CC1=C(N)SC(N)=C(C#N)C1CCc1ccccc1	-100.7
c1ccc2c(c1)Cn1c-2nc2ccccc21	-2.0&0.9
Cc1cc2cc(CCNC(=O)c3ccc(C)c([N+](=O)[O-])c3)c(=O)[nH]c2cc1C	-2.8
O=c1oc2ccc3ccccc3c2cc1-c1nnc(-c2ccc([N+](=O)[O-])cc2)o1	-4.5
COc1ccc(/C(O)=C2\C(=O)C(=O)N(Cc3ccco3)C2c2cccc(O)c2)cc1 (stereo not drawn)	-4.1
C=C(C)Cn1c(SCC(=O)O)nc2c1c(=O)[nH]c(=O)n2C	1.5
O=C(Cn1c(=O)n(-c2ccc(CC(=O)NC3CCCC3)cc2)c(=O)c2ccccc21)Nc1ccccc1[N+](=O)[O-]	-26.0
CCCc1[nH]nc2c1C(c1cccc(OC)c1)C(C#N)=C(N)O2 (stereo not drawn)	-3.6
CCCCCOC(=O)C1=C(C)Nc2nnnn2C1c1ccc(OC)c(OC)c1OC (stereo not drawn)	-2.0
O=[N+]([O-])c1c(Nc2ccc(Cl)cc2)cc(Cl)c2nonc12	1.8
C=CCNC(=O)C1CC(=O)N(c2ccc(Br)cc2)C1 (stereo not drawn)	-7.8&3.7
O=C(NCC(=O)N1CCN(c2ccccn2)CC1)C1CCCCC1	-1.9
Cc1ccnc(NC(=O)CCC2COc3ccccc3O2)c1 (stereo not drawn)	-4.0

6 compounds already listed, sorted by the value under 14-3-3g Raf, low to high.
SMILES	14-3-3g Raf
CCn1c(-c2ccc(S(=O)(=O)N3CCCCC3)cc2)csc1=Nc1ccc(C)c(C)c1	-5.4
O=C(NCC(=O)N1CCN(c2ccccn2)CC1)C1CCCCC1	-1.9
Cc1ccc(-c2nc(CS(=O)(=O)CC(=O)NC3CCCCC3C)c(C)o2)cc1 (stereo not drawn)	0.9
C=C(C)Cn1c(SCC(=O)O)nc2c1c(=O)[nH]c(=O)n2C	1.5
CCN(c1ccccc1)S(=O)(=O)c1ccc2[nH]cc(C(=O)N3CC(C)CC(C)C3)c(=O)c2c1 (stereo not drawn)	1.8
CC(=O)C1=C(O)C(=O)N(Cc2ccco2)C1c1ccc(F)cc1 (stereo not drawn)	3.0

Next part
SMILES	14-3-3g Raf
COc1ccc(/C(CC2(O)C(=O)Nc3ccccc32)=N\O)cc1 (stereo not drawn)	-2.1
O=C1CCCC2=C1C(c1cccs1)c1c(nc(SCc3ccccc3)[nH]c1=O)N2 (stereo not drawn)	-69.2
COc1ccc2nc(NC(=O)c3ccc([N+](=O)[O-])cc3)sc2c1	4.3
Fc1ccc(-c2nnn(Cc3cccc(F)c3)n2)cc1	17.7
O=C(O)c1ccccc1Nc1ccccc1	0.8
CC(=O)N1CCc2cc(S(=O)(=O)NC(C(=O)N3CCCC(C)C3)C(C)C)ccc21 (stereo not drawn)	-5.0
COC(=O)c1ccc(OCC2c3cc(OC)c(OC)cc3CCN2C(=O)c2cc3ccccc3oc2=O)cc1 (stereo not drawn)	-4.1
Cc1c(C(=O)N2CCN(c3ccccc3F)CC2)sc2ncn(C)c(=O)c12	-3.8
CCCn1c(SCC(=O)c2ccc3c(c2)OCCO3)nc2c1c(=O)n(C)c(=O)n2C	-4.0
CN(C)S(=O)(=O)c1ccc(C(=O)Nc2ccccc2OC(F)(F)C(F)F)cc1	-0.9
